# PfHsp90 set2: growth inhibition of yeast expressing Plasmodium Hsp90 | AID 504621 | inhibition, % at 9.4 µM | actives 0.32% (n = 310,000) | S. cerevisiae expressing PfHsp90, BacTiter-Glo ATP, 48 h; yeast lacking PDR1 and PDR3 efflux regulators;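 active = every replicate shows inhibition above about 80%, whatever the replicate mean, limit read from the data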;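 also: 0% = DMSO neutral controls and 100% = 20 µM radicicol positive controls; yeast relying on Plasmodium falciparum Hsp90 in place of its own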
# Ecoli viability: bacterial growth inhibition, counter-screen for AddAB inhibitors; AID 449728; actives 0.27% (n = 330,000); E. coli V3065 growth, OD600 absorbance, 18 h; inhibition, % at 11.9 µM;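 active = inhibition above the campaign's mean inhibition across all tested compounds plus 3 SD, cut at about 9.9% in these data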;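 also: uninfected addAB+ strain grown without phage in ampicillin broth; 0% = DMSO wells and 100% = ciprofloxacin 0.95 µg/ml wells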
# phage Ecoli inh: E. coli growth loss with phage present; growth absorbance; inhibition, % at 11.9 µM; actives 0.26% (n = 360,000); in the data active = inhibition above about 11%
# HTR5A ag: activates human HTR5A in OPRM1-OPRD1 agonist counter-screen | P47898 | HTR5A agonist assay, luminescence, cell-based | activation, % at 9.3 µM | actives 0.61% (n = 340,000) | AID 504692; in the data active = activation mostly above about 9.5%, no sharp cut-off; inactive = mostly below about 7.6%;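 also: 0% = cells with vehicle only and 100% = reference agonist; strong numbers were not always called active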
# Pemphigus Ab inh: human desmoglein-3 autoantibody binding inhibition; DSG3-coupled beads, scFv-anti-DSG3-GFP binding, flow cytometry; stronger effect = lower value; binding (percent of control), % at 10 µM; actives 0.48% (n = 310,000); AID 588358;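 active = binding more than 3 SD below its plate's average and above zero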;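 also: hits lower antibody fragment binding to DSG3; some compounds called inactive have numbers as strong as hits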
# Target sequence (P32926 whole entry, looked up, the tested form may be a part): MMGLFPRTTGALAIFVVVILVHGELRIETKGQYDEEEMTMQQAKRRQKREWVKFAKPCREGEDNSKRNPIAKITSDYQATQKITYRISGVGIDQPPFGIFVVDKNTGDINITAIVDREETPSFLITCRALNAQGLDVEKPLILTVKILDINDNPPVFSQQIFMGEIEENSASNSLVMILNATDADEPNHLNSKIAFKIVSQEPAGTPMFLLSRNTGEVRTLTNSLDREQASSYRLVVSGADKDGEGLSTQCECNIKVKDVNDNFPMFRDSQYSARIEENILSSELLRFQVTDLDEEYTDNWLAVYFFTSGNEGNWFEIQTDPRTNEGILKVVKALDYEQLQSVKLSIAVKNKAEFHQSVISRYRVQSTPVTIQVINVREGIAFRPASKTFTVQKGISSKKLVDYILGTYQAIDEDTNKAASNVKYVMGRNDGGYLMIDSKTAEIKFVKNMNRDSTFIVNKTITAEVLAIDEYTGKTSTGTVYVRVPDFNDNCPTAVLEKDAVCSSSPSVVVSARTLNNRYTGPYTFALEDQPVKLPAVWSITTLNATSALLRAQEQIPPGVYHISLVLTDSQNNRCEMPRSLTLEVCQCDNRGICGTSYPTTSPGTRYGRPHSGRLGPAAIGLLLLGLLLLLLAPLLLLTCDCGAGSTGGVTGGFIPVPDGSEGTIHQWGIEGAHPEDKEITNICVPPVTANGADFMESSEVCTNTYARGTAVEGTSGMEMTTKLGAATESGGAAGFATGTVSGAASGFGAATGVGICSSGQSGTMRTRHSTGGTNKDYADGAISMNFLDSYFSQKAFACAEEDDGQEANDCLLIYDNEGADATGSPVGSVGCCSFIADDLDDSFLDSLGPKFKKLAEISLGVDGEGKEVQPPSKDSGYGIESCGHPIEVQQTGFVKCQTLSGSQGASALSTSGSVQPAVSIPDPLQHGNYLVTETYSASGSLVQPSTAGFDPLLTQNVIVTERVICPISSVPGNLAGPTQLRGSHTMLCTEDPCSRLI
# AddAB inh: less growth of phage-infected E. coli with AddAB; inhibition, % at 11.9 µM; AID 435030; E. coli expressing H. pylori AddAB, absorbance growth; actives 0.29% (n = 330,000); in the data active = inhibition above about 12%;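 also: 0% = vehicle wells of infected cells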
# MOR-DOR inv ag: inverse agonists of human mu-delta opioid receptor heterodimerization; cell-based MOR-DOR heterodimer luminescence, inverse agonism; inhibition, % at 9.3 µM; actives 0.21% (n = 340,000); in the data active = inhibition above about 22%, passing the limit was not always enough;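 also: 0% = cells with DMSO and 100% = wells without cells with DMSO; values of inactives mirror those of a sister screen read the other way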
# Mot1-301 SUMO: SUMOylation pathway inhibition by Mot1-301 growth rescue. S. cerevisiae Mot1-301 growth rescue, ATP luminescence, 38.5C; percent above DMSO median, 100 means doubled. growth rescue, % at 18.8 µM. actives 1% (n = 320,000). AID 2716;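 active = every valid replicate shows activation above 250% relative to neutral control wells; inactive = the rest, any valid replicate at or below 250%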;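 also: OY570 slx delta 5 strain wells were the positive control but not used for scaling; some compounds called inactive have numbers as strong as hits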
# MOR-DOR ag: OPRM1-OPRD1 heterodimerization agonism; cells, luminescence; P35372+P41143; actives 0.3% (n = 340,000); activation, % at 9.3 µM; in the data active = activation above about 18%;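 also: 0% = vehicle-treated cells and 100% = reference agonist; values of inactives mirror those of a sister screen read the other way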
# PKA-R1A activ: activates the PKA-R1A holoenzyme complex. actives 0.083% (n = 340,000). AID 504707. activation, % at 11.4 µM. PKA-R1A dissociation, Cy5-IP20 fluorescence polarization; scaled: DMSO 0%, 113 µM cGMP 100%. P00514+P68181;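 active = percent activation above the mean of all tested compounds plus 3 SD, cut at about 19% in these data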;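 also: higher means more PKAc released from R1A so a rise in polarization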
# HTR5A inv ctr: HTR5A inverse agonism, opioid heterodimer counter-screen; inhibition, % at 9.3 µM; HTR5A cell line, luminescence; P47898; AID 504634; actives 0.083% (n = 340,000); in the data active = inhibition mostly above about 23%, no sharp cut-off; inactive = mostly below about 18%;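 also: 0% = cells with DMSO and 100% = no-cell wells with DMSO; some compounds called inactive have numbers as strong as hits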
# * hit, by the source's call; nt = no result given. These rows are one share of the data (hit frequency here may not be typical).
SMILES,PfHsp90 set2,Ecoli viability,phage Ecoli inh,HTR5A ag,Pemphigus Ab inh,AddAB inh,MOR-DOR inv ag,Mot1-301 SUMO,MOR-DOR ag,PKA-R1A activ,HTR5A inv ctr
CCOC(=O)C(O)(c1ccc(NC(=O)c2ccco2)c(OC)c1)C(F)(F)F (centres undefined),-33,1.6,-0.8,-4,nt,1.9,11,-9,-2.4,-5,-8
COC(=O)C1=C(c2ccc(C(C)=O)cc2)C[C@@H]2CC[C@H]1N2C(=O)NC1Cc2ccccc2C1,-8,-3.2,nt,3,101,1.8,4,3,-0.7,-2,4
COC1C(C)OC(OC2CC(C)(O)Cc3cc4c(c(O)c32)C(=O)c2c(O)cc3c(c2C4=O)OC2OC3(C)C(O)C(N(C)C)C2O)C(OC)C1(C)OC (centres undefined),-38,nt,0.7,-2,92,nt,-26,nt,5.9,-5,6
Cc1nn(CCC#N)c2c1P(=S)(N1CCCC1)OC(c1ccc(F)cc1)=N2 (centres undefined),17,-1.4,1.4,-1,nt,0.1,12,-16,-2.5,3,-8
COc1ccccc1OCC(=O)Nc1ccc(Cl)cc1C(=O)c1ccccc1,39,1.3,0.2,1,106,1.3,-4,2,0.7,-6,0
Cc1nn(-c2ccccc2)c(Cl)c1C1C(C#N)=C(N)Oc2c1c(=O)oc1ccccc21 (centres undefined),-38,-0.1,2.0,8,103,4.2,7,-11,-1.7,0,-21
CCC1(c2ccc(-c3ccccc3)cc2)C(=O)NC(=O)NC1=O,5,-1.6,-0.1,2,110,1.5,-3,-25,0.7,-10,-8
C[C@]12CCC3C(CC[C@H]4C[C@@H](O)CC[C@]34C)[C@H]1CC[C@H]2O (some centres undefined),10,0.4,1.5,-1,125,-0.6,8,-9,-1.6,-12,5
O=C(N/N=C/c1c(O)n(-c2ccccc2)c(=S)[nH]c1=O)c1ccccc1,-8,2.7,1.2,nt,94,-1.4,nt,-25,nt,nt,nt
COc1cc(C(c2c(O)c3ccccc3oc2=O)c2c(C)n(C)n(-c3ccccc3)c2=O)ccc1O (centres undefined),-20,-0.3,1.5,1,97,5.1,8,-18,-1.6,1,-2
Cn1c(O)c(C(=Nc2ccccc2)SCc2ccc(Cl)cc2)c(=O)n(C)c1=O,-17,1.7,2.8,-1,108,1.6,7,-1,-1.3,12,2
CNC(=O)OCCc1nccn1C,-1,0.3,1.5,0,98,-1.1,24,-15,-4.5,-14,-3
CCCCCP(=O)(O)c1ccccc1,nt,-1.7,3.4,3,nt,-0.2,9,0,-1.8,-1,-9
Cc1ccc(S(=O)(=O)NC(CC(=O)N2CCC3(CC2)OCCO3)c2ccco2)cc1 (centres undefined),nt,-0.9,0.3,-6,104,2.2,13,13,-2.6,5,13
CCCc1nnc(NC(=O)CCC(=O)N2CCN(CCOC(c3ccccc3)c3ccccc3)CC2)s1,16,-1.8,0.8,6,99,2.4,-7,-13,1.3,1,22
O=c1c2ccccc2nc(-c2ccc(Cl)cc2Cl)n1-c1nccs1,1,-1.2,0.1,1,101,-0.5,3,11,-0.5,-4,-4
O=C1CC(=O)N(c2ccccc2F)C(=O)N1,12,1.0,-0.2,0,93,-0.8,3,-12,-0.5,-5,1
Cc1cc(/C=C2/C(=O)NC(=O)N(Cc3ccco3)C2=O)c(C)n1-c1ccccc1O,1,-0.7,-0.8,0,85,2.0,7,nt,-1.3,-2,-1
CN1CC[C@@]2(C)c3cc(O)ccc3N(C)C2O1 (some centres undefined),3,-0.3,nt,3,100,-0.6,-38,1,6.7,-7,-35
COc1cc2c(cc1OC)C13CCN4CC5=CCOC6CC(=O)N2C1C6C5CC43 (centres undefined) (tested in a mixture with another compound),6,-0.2,4.2,2,103,4.4,11,-3,-2.1,-14,1
CCCCC(CC)COCCCN=Cc1c(O)[nH]c(=S)[nH]c1=O (centres undefined),nt,1.8,3.3,nt,104,3.7,nt,4,nt,nt,nt
C[C@]12CCC3C(CCC4=C/C(=N/OCC(=O)NC(CCC(N)=O)C(=O)O)CC[C@@]43C)C1CCC2O (some centres undefined),-2,-5.7,0.9,3,109,-0.8,17,-1,-3.7,-2,-10
CCN1CCN(c2cc(=O)n3ccccc3n2)CC1,2,3.2,0.9,4,108,2.5,4,-4,-0.8,2,-12
C[C@]12CCC(=O)C=C1C=CC1C2CC[C@@]2(C)C1CC[C@@H]2O (some centres undefined),-8,nt,0.8,-1,123,nt,21,nt,-4.0,-1,3
COC(=O)C1=C(c2cc3ccccc3s2)C[C@@H]2CC[C@H]1N2C(=O)N1CCC(C)CC1,-36,-0.8,0.5,0,108,0.0,-17,-1,2.9,1,0
CC(=O)c1c(O)n(-c2cccc(Cl)c2)c(=O)[nH]c1=O (tested in a mixture with another compound),4,-2.0,2.7,1,108,-1.9,11,57,-2.2,-4,-8
CCN1C(=O)CC(c2cccnc2)=Nc2ccccc21,27,3.9,3.9,3,101,5.6,18,8,-3.8,2,-9
O=C(c1ccc2c(c1)OCO2)C1CCCN(Cc2c(F)cccc2Cl)C1 (centres undefined),-7,1.4,2.1,14,113,6.1,-20,-16,4.8,-3,-36
CCOc1ccccc1NC(=O)N1CCC2(CC1)OCCO2,-8,0.7,2.5,1,97,4.1,3,317,-0.7,-4,-3
CCOC(=O)C1(c2ccccc2)CCN(CCc2ccc(NC(=O)CCC(=O)O)cc2)CC1,-13,nt,4.9,2,116,nt,-30,nt,6.1,1,-10
CCn1c(P(C)(=O)O)nc2ccccc21,-30,-0.3,1.0,1,107,4.0,10,5,-1.8,11,-5
Cn1c(O)c(C(c2ccccn2)c2c(O)n(C)c(=S)n(C)c2=O)c(=O)n(C)c1=S,-18,2.1,2.7,9,102,1.8,-11,477*,2.0,0,-24
Cc1ccc(C2CC3CCC(C2)N3Cc2ccccc2F)cc1 (centres undefined),-26,nt,1.5,9,111,nt,-12,nt,2.4,9,-52
COC(=O)C1=C(c2ccc(F)cc2OCc2ccccc2)C[C@@H]2CC[C@H]1N2C,-16,-3.6,0.4,-1,98,0.8,10,-10,-1.8,-1,-16
COc1ccc(CN2CCN(Cc3ccccc3F)CC2)cc1,-33,0.0,-2.5,1,91,1.8,-2,83,0.4,-12,-5
CCC(C)N1C(=O)NC(=O)C2(Cc3cc(C)ccc3N(C)C2)C1=O (centres undefined),-35,1.7,1.7,1,104,0.1,18,-5,-3.2,2,-3
CC(=NCCC1=CCCCC1)c1c(O)[nH]c(=O)[nH]c1=O,19,-1.7,3.8,9,113,-2.5,14,-18,-2.4,-18,-23
Cc1ccc(OP2(=O)Nc3cc(C)c(C)cc3S2)cc1 (centres undefined),3,nt,0.2,1,107,nt,-8,nt,1.6,-3,-6
Cc1c(CC(=O)N2C[C@H]3C[C@@H](C2)c2cccc(=O)n2C3)c(=O)oc2cc(O)c(Cl)cc12,8,-1.8,3.4,4,102,5.2,15,-5,-2.9,-4,1
Cc1ccc2cccc(OC(=O)N3CCCC3)c2n1,nt,-0.7,0.8,8,105,1.4,9,-12,-2.0,1,5
CCCCn1c(=O)c(C(=O)Nc2ccsc2C(=O)OC)c(O)c2ccccc21,-98,-0.3,2.9,-2,91,-2.9,-7,-8,1.0,-7,-13
O=C(CCNC(=O)N1C[C@H]2C[C@@H](C1)c1cccc(=O)n1C2)Nc1cccc(Cl)c1,2,-0.2,4.0,-1,99,3.5,13,1,-2.6,-4,-6
CC(=O)Nc1ccccc1C(=O)OCC(=O)c1cccc2ccccc12,nt,0.6,2.6,-2,nt,0.7,-9,9,1.8,1,6
CC(Cc1ccccc1)NC(=O)NC(C)Cc1ccccc1 (centres undefined),22,2.5,1.8,1,101,2.5,-15,-4,2.5,-9,0
O=C(Cc1ccccc1)OCC(=O)c1ccccc1,2,nt,2.2,3,92,nt,12,21,-2.4,-7,-3
COc1cccc(/C=C2\N=C(c3cncc(Br)c3)OC2=O)c1,0,1.6,1.0,0,83,-1.9,13,-23,-2.7,-2,19
COc1ccc2[nH]cc(CCNCc3cccnc3)c2c1,40,-0.5,0.6,8,114,1.5,0,5,-0.1,1,-22
CC(C)(C)c1ccc(OC(=O)N2CCCCC2)cc1,27,-2.4,5.2,3,99,-2.3,-28,-9,5.4,0,-8
COc1ccc(-n2c(O)c(C=NCCCn3ccnc3)c(=O)[nH]c2=O)cc1,nt,-0.4,1.6,3,nt,4.4,10,24,-1.8,-15,-10
O=[N+]([O-])c1ccc(C(c2ccc([N+](=O)[O-])cc2)c2ccc([N+](=O)[O-])cc2)cc1,-30,nt,0.4,0,92,nt,-51,nt,10,-5,0
Cc1ccc2nc(-c3ccncc3)cc(C(=O)N3CCC4(CC3)OCCO4)c2c1,-3,-0.2,-5.8,7,nt,1.4,16,2,-3.9,-1,5
Cc1cccc(-n2c(O)c(/C=N/NC(=O)c3ccncc3)c(=O)[nH]c2=O)c1,nt,-1.5,1.8,nt,98,1.3,nt,-4,nt,nt,nt
CCN(CC)c1ccc(CN2CC=C(c3ccc(F)cc3)CC2)cc1,-9,2.6,0.7,4,101,2.9,-32,nt,5.3,-2,-22
Cc1cc(C(=O)C[N+]23CCN(CC2)CC3)c(C)n1-c1ccc(Br)cc1,0,-0.6,3.2,-2,105,1.6,18,-11,-3.4,-4,5
c1cncc(CNCCN2CCNCC2)c1,1,nt,1.2,7,100,nt,9,nt,-1.7,3,-28
COC(=O)C1=C(c2ccc(OC)c(OC)c2)C[C@@H]2CC[C@H]1N2C(=O)NC(C)C,2,-0.5,2.5,-1,101,-0.8,9,26,-1.5,4,-9
CCC(C)N1C(=O)/C(=C\c2cc3c4c(c2)CCCN4CCC3)C(=O)NC1=S (centres undefined),-1,-1.6,1.9,-1,165,-1.5,6,-2,-1.0,-1,-2
C[C@H](N)CN1CCc2ccc(Br)cc21,-8,1.3,4.4,2,119,1.9,2,-1,-0.4,-1,9
Clc1ccccc1NC1=NCCCS1,16,3.3,1.2,-4,98,4.8,18,-17,-3.3,6,10

# Part of the list above, with each value named.
CCN(CC)c1ccc(CN2CC=C(c3ccc(F)cc3)CC2)cc1
  PfHsp90 set2: -9	Ecoli viability: 2.6	phage Ecoli inh: 0.7	HTR5A ag: 4	Pemphigus Ab inh: 101	AddAB inh: 2.9	MOR-DOR inv ag: -32	Mot1-301 SUMO: nt	MOR-DOR ag: 5.3	PKA-R1A activ: -2	HTR5A inv ctr: -22

Cc1cc(C(=O)C[N+]23CCN(CC2)CC3)c(C)n1-c1ccc(Br)cc1
  PfHsp90 set2: 0	Ecoli viability: -0.6	phage Ecoli inh: 3.2	HTR5A ag: -2	Pemphigus Ab inh: 105	AddAB inh: 1.6	MOR-DOR inv ag: 18	Mot1-301 SUMO: -11	MOR-DOR ag: -3.4	PKA-R1A activ: -4	HTR5A inv ctr: 5

c1cncc(CNCCN2CCNCC2)c1
  PfHsp90 set2: 1	Ecoli viability: nt	phage Ecoli inh: 1.2	HTR5A ag: 7	Pemphigus Ab inh: 100	AddAB inh: nt	MOR-DOR inv ag: 9	Mot1-301 SUMO: nt	MOR-DOR ag: -1.7	PKA-R1A activ: 3	HTR5A inv ctr: -28

# Screening results: PubChem BioAssay, several laboratories
